JMJD2A Tudor: blocks the human JMJD2A Tudor domain; O75164; AlphaScreen JMJD2A-Tudor / H3K4me3 peptide binding; Potency, µM (series often up to 114 µM), inactives show top-dose activity change, negative = inhibition, usual class: inhibitors; actives 4.4% (n = 390,000); AID 504339; also: % is scaled to controls: 0 for no effect and ±100 for the full control effect; nearly all actives have a fitted effect of over 50% in size
BLM helicase inh: inhibitors of human Bloom syndrome helicase BLM; actives 0.2% (n = 350,000); P54132; Potency, µM (doses to about 56.1 µM), without a hit: at the highest dose activity change, negative = inhibition, actives largely listed as inhibitors; recombinant BLM DNA unwinding, fluorescence dequenching;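 also: plate controls were vehicle for no effect and no enzyme for full effect; nearly all actives have a fitted effect of over 35% in size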
BAZ2B block: BAZ2B (human) inhibition; AlphaScreen BAZ2B-H3K14Ac peptide displacement; actives 4.4% (n = 360,000); Potency, µM (doses to about 114 µM), for the others: at the top dose activity change, negative = inhibition, usual class: inhibitors; also: % is scaled to controls: 0 for no effect and ±100 for the full control effect; nearly all actives have a fitted effect of over 60% in size
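BAZ2B 50 nM plus b-H3(5-23)K14Ac 50 nM, PBS pH 7.4/0.01% Tween-20, 30 min RT; compound added (max 110 uM), 30 min RT; streptavidin donor/Ni-chelate acceptor beads 10 ug/mL final, 20 min dark; AlphaScreen read.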
GLS inhibitor: glutaminase GLS (human) inhibition. O94925. GLS enzymatic activity, qHTS titration. Potency, µM (highest dose often 45.5 µM), without a hit: at the highest dose activity change, negative = inhibition, usual class: inhibitors. actives 0.21% (n = 410,000). AID 624170; also: % is scaled to controls: 0 for no effect and ±100 for the full control effect
Target sequence (O94925 whole entry, looked up): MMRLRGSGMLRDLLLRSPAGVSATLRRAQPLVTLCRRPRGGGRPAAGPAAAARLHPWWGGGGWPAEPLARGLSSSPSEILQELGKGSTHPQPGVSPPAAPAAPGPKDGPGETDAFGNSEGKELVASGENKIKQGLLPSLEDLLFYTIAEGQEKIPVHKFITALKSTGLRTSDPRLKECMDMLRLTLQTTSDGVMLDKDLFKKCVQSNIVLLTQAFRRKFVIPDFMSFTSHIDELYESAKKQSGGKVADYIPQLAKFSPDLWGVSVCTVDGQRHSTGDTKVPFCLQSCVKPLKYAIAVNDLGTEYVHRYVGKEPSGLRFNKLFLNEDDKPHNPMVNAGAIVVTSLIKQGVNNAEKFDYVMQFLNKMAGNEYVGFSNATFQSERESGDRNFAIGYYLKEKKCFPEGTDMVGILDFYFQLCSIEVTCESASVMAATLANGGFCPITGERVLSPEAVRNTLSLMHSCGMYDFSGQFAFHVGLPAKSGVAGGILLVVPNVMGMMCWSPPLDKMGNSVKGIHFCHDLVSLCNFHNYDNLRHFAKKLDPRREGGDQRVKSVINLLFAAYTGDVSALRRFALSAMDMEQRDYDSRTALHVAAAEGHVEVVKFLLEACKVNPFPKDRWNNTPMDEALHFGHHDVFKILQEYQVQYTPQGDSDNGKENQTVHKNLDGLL
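Compounds were pin-transferred onto hKGA, after which L-glutamine (1 mM solution) and a detection mix of glutamate oxidase, HRP and Amplex Red were added. Initial and 30 min RT fluorescence reads were collected.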
Pin1 inh: blocks the human prolyl isomerase Pin1; Q13526; actives 0.009% (n = 390,000); Potency, µM (titrated, usually from 115 µM), for the others: top-dose activity, negative = inhibition, most hits filed as inhibitors; Pin1 FP peptide displacement, HiFluor488, 10 min; AID 504891; active = well fitted inhibition curve with a large enough effect in the polarisation, with a control signal flat, not every such curve was filed as active; inconclusive = small, poorly fitted or top-dose-only effect, or effect the other way, or a change in a side signal; inactive = no such curve, though single readings can be large or run the other way; the % refers to the polarisation; also: % is scaled to controls: 0 for no effect and ±100 for the full control effect
PGK inhibitor: inhibitors of T. brucei phosphoglycerate kinase; P07378; Potency, µM (series often up to 57.5 µM), without a hit: top-dose activity change, negative = inhibition, usual class: inhibitors; PGK/GAPDH coupled, Kinase-Glo luminescence, 60 min; actives 0.043% (n = 380,000); AID 602233; also: % is scaled to controls: 0 for no effect and ±100 for the full control effect; nearly all actives have a fitted effect of over 60% in size
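Luminescent ATP detection (Kinase-Glo Plus) follows a 60-minute room-temperature incubation, with wells lacking PGK as controls. Buffer: 100 mM TEA (pH 7.6), 5 mM MgCl2, 0.01% Tween-20. Coupling enzyme GAPDH (100 nM final) supplies unstable 1,3-BPG in-well.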
POLI inh: inhibitors of human DNA polymerase iota | actives 1% (n = 390,000) | AID 588590 | Potency, µM (highest dose often 115 µM), for inactives: top-dose activity, negative = inhibition, most hits filed as inhibitors | Pol iota fluorescent replication assay, 10 min | Q9UNA4
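Fluorescent replication assay read twice, at 0 min and 10 min after adding 50 nM (final) substrate. Enzyme (10 nM) and compounds were first incubated 15 min at room temperature; enzyme-free buffer wells were negative controls.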
HP1b chromo inh: HP1-beta chromodomain-methylated histone interaction inhibition | P83916 | AlphaScreen HP1-beta / biotin-H3K9me3 peptide binding | Potency, µM (series often up to 114 µM), without a hit: top-dose activity change, negative = inhibition, most hits filed as inhibitors | actives 0.56% (n = 390,000) | AID 540317; also: nearly all actives have a fitted effect of over 70% in size; inactives centre near 23
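Compound inhibition of the preformed complex between 50 nM HP1-beta and 50 nM biotinylated H3K9me3 peptide was read by AlphaScreen. Buffer was PBS pH 7.4 with 0.01% Tween-20. Incubations ran 30 min at room temperature, with 10 ug/mL donor/acceptor beads.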
G9a block: inhibitors of human histone lysine methyltransferase G9a; Potency, µM (titrated, usually from 102 µM), without a hit: at the top dose activity, negative = inhibition, hits mostly inhibitors; G9a H3K9 monomethylation, AlphaScreen, 2 h; Q96KQ7; actives 8.8% (n = 350,000); also: % is scaled to controls: 0 for no effect and ±100 for the full control effect; nearly all actives have a fitted effect of over 75% in size
Target sequence (Q96KQ7 913-1193 limits assumed): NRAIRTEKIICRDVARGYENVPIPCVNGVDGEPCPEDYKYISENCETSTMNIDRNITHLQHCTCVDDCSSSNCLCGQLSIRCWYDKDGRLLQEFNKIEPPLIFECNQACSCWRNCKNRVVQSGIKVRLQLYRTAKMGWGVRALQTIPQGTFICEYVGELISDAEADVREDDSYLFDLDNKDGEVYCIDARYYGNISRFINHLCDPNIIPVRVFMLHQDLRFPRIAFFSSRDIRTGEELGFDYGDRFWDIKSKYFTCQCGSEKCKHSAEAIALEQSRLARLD
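Enzyme 20 nM + cpd, 15 min RT; add b-H3K9 pep 500 nM / SAM 20 uM; 2 h RT; anti-H3K9me1 Ab 0.5 ug/mL + SA donor / anti-rabbit acceptor beads 20 ug/mL each, 10 min; AlphaScreen read.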
* hit, by the source's call; i = inactive; ? = inconclusive; / = no result given; [ ] = remark or other dose. Unless noted, calls follow the shape of the dose curve; as a rule, active = well fitted curve in the direction sought with a large enough effect; inconclusive = small, poorly fitted or top-dose-only effect, or another doubt; inactive = no such curve, though single readings can be large; an effect the other way counts as inactive or inconclusive. Potency is read from the fitted curve at half-maximal effect.

(1) Cc1cc(C(=O)O)ccc1N/C=C1\CCCC(C)C1=O (configuration not stated)
(2) CCOc1ccccc1/C=N\Nc1cnn(Cc2ccccc2)c(=O)c1Cl
(3) CCCn1c(CCC(=O)Nc2cc(Cl)c(OC)cc2OC)nc2cccnc21
(4) O=C(Nc1nnc(C2=COCCO2)o1)c1ccc(Cl)cc1
(5) O=C(Nc1cccc(-c2cccc(F)c2)c1)C1CCN(Cc2ccc(CO)o2)CC1
(6) O=C(CN1C(=O)NC2(CCCCCC2)C1=O)Nc1ccc(Br)cc1Br

assay / compound,1,2,3,4,5,6
JMJD2A Tudor,-28%,-16%,-13%,79µM*,-32%,-14%
BLM helicase inh,0%,-12%,-2%,1%,19%,/
BAZ2B block,-37%,-18%,-13%,56µM*,?,-4%
GLS inhibitor,19%,0%,-7%,0%,-2%,-3%
Pin1 inh,?,-1%,-5%,-10%,-4%,-3%
PGK inhibitor,i,-7%,6%,-6%,-5%,-8%
POLI inh,2%,-5%,45%[activator],6%,-6%,30%
HP1b chromo inh,-2%,36%,39%[activator],33%,11%,19%
G9a block,?,5%[59 µM],-2%[59 µM],-11%[59 µM],?,25%[12.7 µM]

(7) Cc1cc(N2CCN(c3ccccc3)CC2)nc(-c2ccccc2)n1
(8) CN(CCNC(=O)Cn1c(=O)sc2ccccc21)Cc1ccccc1
(9) CCOc1ccc2c(c1)S/C(=C\c1cccs1)C(=O)N2
(10) Cc1cc(C)c(C#N)c(=N)o1
(11) CC(CSc1n[nH]c(=S)s1)c1ccccc1 (configuration not stated)
(12) CN(C)N=Nc1ccc(-c2cn(Cc3ccccc3)cn2)cc1

assay / compound,7,8,9,10,11,12
JMJD2A Tudor,-33%,-23%,-19%,79µM*,18µM*,?
BLM helicase inh,-12%,2%,-3%,-2%,/,2%
BAZ2B block,-2%,-3%,-23%,/,/,45µM*
GLS inhibitor,21%,12%,2%,-16%,15%,4%
Pin1 inh,2%,-3%,?,?,-1%,0%
PGK inhibitor,-7%,3%,1%,-8%,-1%,-6%
POLI inh,-5%,-10%,-23%,5%,-9%,?
HP1b chromo inh,12%,16%,15%,-58%,50µM*,-18%
G9a block,10%[2.33 µM],1%,35%[12.7 µM],1.8µM*,/,/

(13) CCOc1ccc(NC(=O)CSc2nnc(-c3ccncc3)n2-c2ccccc2)cc1
(14) COc1ccc(N(Cc2cc3ccccc3[nH]c2=O)C(=O)c2cccc(Cl)c2)cc1
(15) C=CC(=O)Nc1ccc(Br)cc1
(16) CCC1CCCCN1CCCNC(=O)CN1C(=O)COc2ccc(S(=O)(=O)N3CCC(C)CC3)cc21 (configuration not stated)
(17) C1CCc2nnc(C3CC3)n2CC1
(18) CCOc1ccc(-c2nonc2NC(=O)c2oc3ccc(C)cc3c2C)cc1OCC

assay / compound,13,14,15,16,17,18
JMJD2A Tudor,-4%,-31%,3%,-14%,-7%,-12%
BLM helicase inh,-14%,-4%,1%,-10%,-3%,1%
BAZ2B block,0%,-28%,11%,-2%,-14%,2%
GLS inhibitor,-1%,-13%,6%,-6%,-29%,-4%
Pin1 inh,7%,9%,-2%,5%,-3%,1%
PGK inhibitor,-1%,4%,4%,2%,9%,-1%
POLI inh,-17%,12%,7%,45%[activator],-5%,3%
HP1b chromo inh,22%,13%,43%,51%[activator],21%,30%
G9a block,-5%[59 µM],?,12%,23%,?,10%[59 µM]

(19) CCOc1ccc(C(=O)Cc2ccccc2)cc1
(20) Cc1cc(SCC(=O)c2cccs2)nc2ccccc12
(21) O=C(c1ccco1)n1nc(-c2ccccc2)nc1NCc1ccco1
(22) CCNC(=S)N(Cc1cc2cc(C)cc(C)c2[nH]c1=O)C1CCCC1
(23) COc1ccc(OC)c(NC(=O)CSc2nc(=O)n(CCN(C)C)c3c2CCC3)c1
(24) CCOc1ccc(C2C(C(=O)OC)=CN(C(C)c3ccccc3)C=C2C(=O)OC)cc1 (configuration not stated)

assay / compound,19,20,21,22,23,24
JMJD2A Tudor,10%,96%[activator],79µM*,-6%,-5%,77%[activator]
BLM helicase inh,/,-8%,-1%,2%,5%,-13%
BAZ2B block,/,30%,0%,3%,-2%,82%[activator]
GLS inhibitor,6%,-11%,18%,-1%,-4%,0%
Pin1 inh,-3%,?,-1%,2%,0%,6%
PGK inhibitor,i,-2%,-5%,2%,-8%,-15%
POLI inh,23%,-1%,-1%,12%,26%,?
HP1b chromo inh,62%[activator],167%[activator],-2%,41%,18%,105%[activator]
G9a block,/,86%[activator][59 µM],-26%[12.7 µM],4%[59 µM],-43%[59 µM],220%[activator]

(25) COCCn1c(CN2CCN(C(=O)c3ccco3)CC2)nc2c1c(=O)n(C)c(=O)n2C
(26) CCC(CC)C(=O)NCCc1cc2ccc(C)cc2[nH]c1=O
(27) Cc1ccc(OCCN2C(=O)c3ccccc3C2=O)c([N+](=O)[O-])c1
(28) CC(C)[C@H](NC(=O)N1CCn2c1nc1ccccc12)C(=O)NCc1ccccc1Cl
(29) CC(C)=CCc1c(C)nc2ccccc2c1C(=O)O
(30) O=c1c(-c2ccc3c(c2)OCCO3)coc2c(CN3CCOCC3)c(O)ccc12

assay / compound,25,26,27,28,29,30
JMJD2A Tudor,0%,-5%,-16%,-14%,-3%,-19%
BLM helicase inh,-8%,-1%,-8%,-2%,-1%,-1%
BAZ2B block,-3%,1%,-18%,-3%,-8%,-3%
GLS inhibitor,5%,-6%,-1%,0%,6%,10%
Pin1 inh,-1%,-1%,-12%,?,-10%,0%
PGK inhibitor,0%,1%,-1%,4%,1%,-7%
POLI inh,3%,-21%,69%[activator],-13%,14%,3%
HP1b chromo inh,42%[activator],41%[activator],29%,12%[57 µM],30%,18%
G9a block,/,6%,-9%[59 µM],-11%,?,-44%[59 µM]

(31) O=C(Nc1nccs1)NC1CCCCC1
(32) O=C(NCCc1ccccc1)C1CCN(c2ncccn2)CC1
(33) Cc1cccn2c(=O)c3cc(C(=O)Nc4ccc(Cl)c(Cl)c4)sc3nc12
(34) Cc1scc(C(=O)N/N=C/c2ccco2)c1C
(35) Cc1ccc(SCc2noc(C(=O)NC(C)C)c2C(=O)O)cc1C
(36) CC(=O)C1=C(C)Nc2ncnn2C1c1cccc(O)c1 (configuration not stated)

assay / compound,31,32,33,34,35,36
JMJD2A Tudor,16%,-4%,9%,-11%,-17%,3%
BLM helicase inh,-1%,0%,-4%,3%,-1%,-1%
BAZ2B block,-1%,7%,1%,-1%,-1%,25%
GLS inhibitor,/,19%,-2%,-6%,2%,21%
Pin1 inh,4%,9%,3%,0%,-2%,-4%
PGK inhibitor,-8%,-5%,-3%,-7%,7%,0%
POLI inh,29%,-20%,-6%,-12%,12%,31%[activator]
HP1b chromo inh,20%,12%,36%,20%,25%,29%
G9a block,16%[59 µM],/,7%[59 µM],19%[59 µM],-4%[0.501 µM],-1%

Entries of single compounds, quoted from the list. Values in the order: JMJD2A Tudor | BLM helicase inh | BAZ2B block | GLS inhibitor | Pin1 inh | PGK inhibitor | POLI inh | HP1b chromo inh | G9a block
Entry for O=C(NCCc1ccccc1)C1CCN(c2ncccn2)CC1 → -4% | 0% | 7% | 19% | 9% | -5% | -20% | 12% | /
Entry for CC(=O)C1=C(C)Nc2ncnn2C1c1cccc(O)c1 (configuration not stated) → 3% | -1% | 25% | 21% | -4% | 0% | 31%[activator] | 29% | -1%
Entry for Cc1cccn2c(=O)c3cc(C(=O)Nc4ccc(Cl)c(Cl)c4)sc3nc12 → 9% | -4% | 1% | -2% | 3% | -3% | -6% | 36% | 7%[59 µM]
Entry for Cc1scc(C(=O)N/N=C/c2ccco2)c1C → -11% | 3% | -1% | -6% | 0% | -7% | -12% | 20% | 19%[59 µM]
Entry for O=C(Nc1nccs1)NC1CCCCC1 → 16% | -1% | -1% | / | 4% | -8% | 29% | 20% | 16%[59 µM]

(continued)
(37) Cc1cccc(N2C(=O)C(CC(=O)Nc3ccc(Cl)cc3)N(Cc3ccco3)C2=O)c1 (configuration not stated)
(38) CCOc1ccc(NS(=O)(=O)c2ccc3[nH]cc(C(=O)NCc4ccco4)c(=O)c3c2)cc1
(39) Cc1ccccc1C(=O)NC1CCSC1=O (configuration not stated)
(40) CNC(=O)Cn1c(=O)n(C)c2ccccc21
(41) COc1ccc(/C=C2\C(=O)NCC(=O)N2Cc2ccccc2)cc1
(42) Cc1cc(C)c(S(=O)(=O)Nc2c(C)n(C)n(-c3ccccc3)c2=O)cc1[N+](=O)[O-]

assay / compound,37,38,39,40,41,42
JMJD2A Tudor,-24%,-26%,-12%,-2%,-9%,-1%
BLM helicase inh,-8%,-4%,-2%,1%,1%,-2%
BAZ2B block,-30%,/,-25%,6%,11%,-1%
GLS inhibitor,-1%,3%,-3%,18%,-4%,1%
Pin1 inh,14%,4%,9%,-8%,-2%,1%
PGK inhibitor,9%,-15%,?,8%,-4%,8%
POLI inh,15%,?,-5%,2%,10%,29%
HP1b chromo inh,15%,-4%,27%,31%,43%[activator],28%
G9a block,-27%[59 µM],?,36%[activator][12.7 µM],24%[59 µM],-9%[59 µM],15%

Entries by screen from above:
Nos. 37–42 in G9a block, in turn: -27%[59 µM], ?, 36%[activator][12.7 µM], 24%[59 µM], -9%[59 µM], 15%

More compounds follow:
(43) CCOC(=O)Nc1ccc(C)cc1C
(44) COc1ccccc1CNc1cc(C)ccn1
(45) CCCn1nc(C(=O)NNC(=O)c2cccc(C)c2)c2ccccc2c1=O
(46) COc1ccc(N2CCN(C(=O)c3ccc(NC(=O)c4nsc5ccccc45)cc3)CC2)cc1

assay / compound,43,44,45,46
JMJD2A Tudor,9%,-3%,-2%,?
BLM helicase inh,-1%,-9%,/,-5%
BAZ2B block,0%,-27%,/,?
GLS inhibitor,9%,6%,2%,5%
Pin1 inh,-3%,-1%,-7%,4%
PGK inhibitor,0%,-8%,-7%,-1%
POLI inh,?,10%,88%[activator],8%
HP1b chromo inh,22%,16%,40%[activator],-13%[57 µM]
G9a block,11%,-1%,/,10µM*

Not all compounds are listed (hit frequency here may not be typical).
